# Bioassay records as filed in PubChem BioAssay.
# TIM10 inh = growth inhibitors of isogenic TIM10 control yeast, primary screen, counter-screen for tim10-1 yeast inhibitor project, luminescence, uHTS | S. cerevisiae TIM10 strain growth, BacTiter-Glo luminescence, 24 h | inhibition, % at 10 µM | 1.4% of 330,000 active;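 active = inhibition of 40% or more at the single tested concentration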;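 also: wild-type TIM10 isogenic control strain grown at permissive 25 °C; 0% = DMSO yeast wells and 100% = minimal medium wells without yeast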
# Apaf1 inhib = inhibitors of human Apaf-1 apoptosome, primary screen, biochemical, DEVD-Rh110 fluorescence, uHTS; Apoptotic protease-activating factor 1 (Homo sapiens), O14727; reconstituted apoptosome caspase-3 activity; AID 489030, 2010; inhibition, % at 20 µM; 0.71% of 330,000 active; active = inhibition of at least 40% at 20 µM;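 also: plate controls were DMSO wells for no effect and DEVD-CHO caspase inhibitor wells for full effect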
#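 detection = Rh110 fluorescence intensity | test system = biochemical Apaf-1 apoptosome reconstitution | also added = cytochrome c and DEVD-Rh110 substrate | schedule = 30 min plus 50 min, RT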
# mIAP activ = activators of mouse IAP, primary screen, biochemical, luminescence, uHTS; intestinal alkaline phosphatase [Mus musculus]; muIAP, CDP-Star luminescence, 30 min; hits give high values; 1 = vehicle-only enzyme signal, 0 = enzyme-free wells; activation factor at 10 µM; 0.24% of 330,000 active; AID 2805, 2010;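 active = activation factor of at least 2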; also: the source names both 10 and 20 µM as test concentration; values of inactives mirror those of a sister screen read the other way
#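 Assay system: mouse IAP enzyme; Reagent: CDP-Star chemiluminescent phosphatase substrate; Compound: DMSO-dissolved test compounds; Incubation: 30 min, room temperature; Technique: luminescence from enzymatic CDP-Star hydrolysis; Controls: DMSO-only wells and no-enzyme negative control.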
# NALP3 yeast inh = NALP3 inflammasome inhibitors in reconstituted yeast, primary screen, luminescence, uHTS; 0.39% of 330,000 active; inhibition, % at 10 µM; AID 2825, 2010; Yeast reconstituted NLRP3/ASC/caspase-1, beta-gal luminescence, 24 h;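 active = inhibition of 50% or more; inactive = inhibition below 50%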;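 also: plate controls were induced DMSO wells for no effect and uninduced yeast grown without galactose for full effect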
# mIAP block = inhibitors of mouse IAP, primary screen, biochemical, luminescence, uHTS; intestinal alkaline phosphatase [Mus musculus]; purified mouse IAP, CDP-Star luminescence, 30 min; inhibition, % at 10 µM; 0.2% of 330,000 active; AID 2806, 2010;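 active = inhibition of at least 40% at 10 µM in the primary screen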;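 also: plate controls were DMSO with enzyme for no effect and no enzyme wells for full effect; values of inactives mirror those of a sister screen read the other way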
# ATG4B inhibitor = ATG4B protease inhibitors, primary screen, biochemical, fluorescence, uHTS | Cysteine protease ATG4B (Homo sapiens), Q9Y4P1 | inhibition, % at 8.33 µM | AID 504462, 2011 | 0.51% of 340,000 active | ATG4B cleavage of LC3-PLA2, NBD-HPC fluorescence, 1 h; in the data active = inhibition above about 40%
# Target sequence (Q9Y4P1 whole entry, looked up): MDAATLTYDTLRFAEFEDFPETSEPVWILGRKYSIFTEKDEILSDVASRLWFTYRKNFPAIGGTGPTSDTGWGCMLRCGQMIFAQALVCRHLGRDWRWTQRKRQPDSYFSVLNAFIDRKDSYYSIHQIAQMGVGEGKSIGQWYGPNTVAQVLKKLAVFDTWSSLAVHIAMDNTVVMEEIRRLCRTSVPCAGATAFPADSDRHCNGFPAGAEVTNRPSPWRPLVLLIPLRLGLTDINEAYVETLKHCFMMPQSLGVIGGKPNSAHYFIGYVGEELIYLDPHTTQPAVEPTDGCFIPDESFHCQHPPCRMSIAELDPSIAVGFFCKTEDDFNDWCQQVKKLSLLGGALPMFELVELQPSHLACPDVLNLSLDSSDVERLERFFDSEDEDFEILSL
# tim10-1 inh = growth inhibitors of tim10-1 mutant yeast, primary screen, luminescence, uHTS; S. cerevisiae tim10-1 ts strain growth, BacTiter-Glo, 24 h; inhibition, % at 20 µM; 2.2% of 330,000 active;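 active = inhibition of at least 40%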;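 also: mutant grown at 25 °C; 0% = DMSO wells with yeast and 100% = wells holding no yeast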
# hIAP inh = human IAP inhibitors, primary screen, biochemical, luminescence, uHTS | Intestinal-type alkaline phosphatase (Homo sapiens), P09923 | purified IAP, CDP-Star luminescence, 30 min | inhibition, % at 10 µM | 0.12% of 330,000 active | AID 2544, 2010;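 active = inhibition reaching a set limit with compound at 10 µM in the primary screen, cut at about 35% in these data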;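 also: plate controls were DMSO wells with enzyme for no effect and no-enzyme buffer wells for full effect; values of inactives mirror those of a sister screen read the other way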
# Target sequence (P09923 whole entry, looked up): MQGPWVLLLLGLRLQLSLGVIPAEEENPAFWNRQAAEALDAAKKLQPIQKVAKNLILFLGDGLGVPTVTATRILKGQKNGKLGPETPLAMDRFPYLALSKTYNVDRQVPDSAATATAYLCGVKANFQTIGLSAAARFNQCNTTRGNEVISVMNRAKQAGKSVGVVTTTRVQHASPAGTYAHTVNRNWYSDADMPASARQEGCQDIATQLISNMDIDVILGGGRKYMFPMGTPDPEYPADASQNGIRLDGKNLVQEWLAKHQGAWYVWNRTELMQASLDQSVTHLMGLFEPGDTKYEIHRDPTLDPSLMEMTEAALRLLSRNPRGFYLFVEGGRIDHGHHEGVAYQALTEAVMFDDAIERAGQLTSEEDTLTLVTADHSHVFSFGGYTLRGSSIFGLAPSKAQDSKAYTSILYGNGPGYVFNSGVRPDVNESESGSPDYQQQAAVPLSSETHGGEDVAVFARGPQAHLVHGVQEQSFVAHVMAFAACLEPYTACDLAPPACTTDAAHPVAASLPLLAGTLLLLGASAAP
# hIAP activ = human IAP activators, primary screen, biochemical, luminescence, uHTS | Intestinal-type alkaline phosphatase (Homo sapiens), P09923 | purified human IAP, CDP-Star luminescence, 30 min; hits give high values; 1 = vehicle-only enzyme, 0 = enzyme-free background | activation factor at 10 µM | 0.16% of 330,000 active;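 active = activation factor of the enzyme at least 2-fold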; also: the source names both 10 and 20 µM as test concentration; values of inactives mirror those of a sister screen read the other way
# Starred values were filed as active, the others as inactive; . = no result given; & = joins results of further samples; ! = not active in a repeat.
SMILES,TIM10 inh,Apaf1 inhib,mIAP activ,NALP3 yeast inh,mIAP block,ATG4B inhibitor,tim10-1 inh,hIAP inh,hIAP activ
CCCCC(=O)/C=C/n1c(=S)oc2ccccc21,20.1,0.3,0.949,6.4,5.1,-13.7,26.0,11.1,0.889
CCOc1cc(N2CCOCC2)c(OCC)cc1NC(=O)Cn1cnnn1,1.7,5.4,1.04,5.4,-4.0,-9.9,-18.2,5.4,0.946
COc1ccc(-n2c(SCC#N)nc3ccccc3c2=O)cc1,-5.3,-11.2,0.974,18.0,2.6,22.6,10.6,-4.8,1.05
Cc1cc(C)cc(OCC(=O)OCC(=O)N(C)CC(=O)Nc2ccc(F)cc2)c1,-2.9,9.8,1,8.2,-0.2,-8.3,8.7,-14.9,1.15
Cc1cc(C)c(NS(=O)(=O)c2ccc3c(c2)NC(=O)C(C)C(=O)N3)c(C)c1 (centres undefined),3.2,14.5,1.08,-9.4,-8.4,-25.0,-5.8,11.7,0.883
CC(=O)Nc1ccc(S(=O)(=O)N(C)CC(=O)NCCOc2ccccc2)cc1,3.4,8.2,1.11,16.1,-11.3,-1.8,16.4,-13.5,1.14
COC(=O)c1ccc(NC(=O)CN(C)S(=O)(=O)c2ccc(OC)c(C)c2)cc1,3.7,-0.4,1.23,18.7,-23.1,-15.6,14.4,15.3,0.847
Cc1c(C)c2cc(Cl)c(OCc3nn[nH]n3)cc2oc1=O,-11.7,-3.0,1.08,7.0,-7.6,-1.5,8.2,-10.8,1.11
CCCCCc1c(C)nc(N2CCN(Cc3ccc4c(c3)OCO4)CC2)[nH]c1=O,20.1,22.8,0.998,11.2,0.2,-0.6,-7.7,3.8,0.962
O=C(NCCN1CCOCC1)c1csc2c1CCCC2,-16.4,-2.1,1.1,11.8,-10.0,6.5,-8.2,12.3,0.877
Cc1nnc(N2C(=O)C(=O)/C(=C(/O)c3ccc4c(c3)OCCO4)C2c2ccc(F)cc2)s1 (centres undefined),-8.6,0.9,0.963,9.9,3.7,-2.3,-1.0,-10.8,1.11
Cc1ccc(-n2ncc(N(C)C)c(Cl)c2=O)cc1,-5.3,-9.2,0.984,20.6,1.6,5.5,-16.9,-14.8,1.15
O=C(COC(=O)C1CCC1)Nc1ccc(Cl)cn1,2.7,14.4,1.01,-8.5,-1.5,-1.0,-6.3,-23.9,1.24
CCOC(=O)C(C)Sc1ccc2nnc(-c3ccc(F)cc3)n2n1 (centres undefined),13.0,4.8,1.05,28.3,-5.0,-4.7,15.8,-17.0,1.17
Cc1nc(NCc2ccccc2)sc1C(=O)Nc1ccccc1,17.0,8.9,1.1,14.5,-9.7,9.2,2.1,2.9,0.971
O=C(c1ccc(Cl)cc1)c1ccc(OCC(O)CN2CCCCC2)cc1 (centres undefined),7.0,18.0,1,15.7,0.0,-19.1,21.4,3.8,0.962
O=C(/C=C/c1ccco1)NC(=S)Nc1ccc(Cl)cn1,17.5,3.1,0.625,32.9,37.5,2.4,16.9,-6.9,1.07
C=CCOc1ccc(CN(C)Cc2nc3cc(C(F)(F)F)ccc3c(=O)[nH]2)cc1,10.5,21.5,1.02,-2.8,-2.5,-4.0,27.0,-24.7,1.25
CCOC(=O)C(=CNc1ncccc1C)C(=O)OCC,6.3,-6.2,1.07,1.3,-6.7,-4.3,21.8,-3.4,1.03
COc1ccccc1-c1nnc(SC(C)C(=O)Nc2ccc(C(N)=O)cc2)o1 (centres undefined),-7.0,-9.6,0.936,12.7,6.4,-2.5,-11.3,-5.0,1.05
CC(/C=C\c1cccnc1)=C/C(=O)O,-3.4&-3.2,-84.3&-2.4,1.01&1.07,13.2&5.5,-1.4&-7.0,3.3&-3.9,-18.3&-5.3,5.7&-3.9,0.943&1.04
O=C(Cc1cc(=O)[nH][nH]1)N/N=C/c1c(Cl)cccc1Cl,16.2&6.6,64.3*!,0.903&0.969,11.1&-13.9,9.7&3.1,22.2&-0.7,35.5&14.5,-12.9&-1.9,1.13&1.02
Cc1cc(C)c2c(c1)OC(=O)CC2c1ccc2c(c1)OCO2 (centres undefined),-16.5,12.8,0.979,.,2.1,0.6,8.8,.,.
Cc1cc(=O)n2cccc(O)c2n1,8.6,-8.5,1.01,-46.7,-0.9,0.4,14.8,-40.2,1.4

# A second format for two compounds above.
SMILES | TIM10 inh | Apaf1 inhib | mIAP activ | NALP3 yeast inh | mIAP block | ATG4B inhibitor | tim10-1 inh | hIAP inh | hIAP activ
O=C(COC(=O)C1CCC1)Nc1ccc(Cl)cn1 | 2.7 | 14.4 | 1.01 | -8.5 | -1.5 | -1.0 | -6.3 | -23.9 | 1.24
CCOC(=O)C(C)Sc1ccc2nnc(-c3ccc(F)cc3)n2n1 (centres undefined) | 13.0 | 4.8 | 1.05 | 28.3 | -5.0 | -4.7 | 15.8 | -17.0 | 1.17

# Carrying on.
SMILES,TIM10 inh,Apaf1 inhib,mIAP activ,NALP3 yeast inh,mIAP block,ATG4B inhibitor,tim10-1 inh,hIAP inh,hIAP activ
O=C(NCc1ccccc1C(F)(F)F)C1CC(O)CN1C(=O)Nc1ccccc1 (centres undefined),-6.6,9.5,1.07,15.0,-7.2,-1.0,-6.0,1.6,0.984
CC1=NN(c2ccccc2)C(=O)/C1=C\c1cn(CCC#N)nc1-c1ccc(Cl)cc1,54.1*,79.8*,0.846,12.9,15.4,-4.7,43.1*,-13.4,1.13
Cc1ccc(NC(=S)N(CCN(C)C)C(C)c2cccnc2)c(C)c1 (centres undefined),2.8,-10.3,0.905,-5.4,9.5,-3.4,3.1,-0.4,1
COc1ccc(COc2cccc(C=O)c2)cc1,1.6,4.2,0.949,18.7,5.1,8.6,-11.5,-0.9,1.01
O=S(=O)(NCCN1CCCC1)c1ccc(Cl)cc1,-14.2,8.2,0.901,4.1,9.9,2.2,5.2,-3.4,1.03
CCOC(=O)C(NC(=O)c1cccc(Cl)c1)(Nc1nnc(C)s1)C(F)(F)F (centres undefined),-8.7,-4.3,1.05,-11.9,-4.6,-0.9,10.2,-0.1,1
CC1CCCCN1C(=O)c1c([N+](=O)[O-])cnn1C (centres undefined),-4.2,13.9,0.942,14.4,5.8,-8.8,-1.2,9.4,0.906
Cc1ccc(S(=O)(=O)N[C@H](C(=O)N2CCC(C(=O)N[C@@H](CC(=O)O)C(=O)O)CC2)C(C)C)cc1,3.2,-6.6,0.839,1.5,16.1,-3.2,4.9,3.0,0.97
COc1ccccc1-n1c(SCC(=O)O)nnc1-c1ccc(S(=O)(=O)N2CCCCC2)cc1,8.2,-7.4,0.955,11.2,4.5,5.0,13.5,-7.0,1.07
CCOc1cc(C2NN=C(c3ccccc3)S2)ccc1OCc1ccc(F)cc1 (centres undefined),6.7,12.4,1.01,28.2,-1.2,5.4,-5.6,-16.0,1.16
CCc1cc2c(SCC(=O)C(C#N)=C3N(C)c4ccccc4N3C)ncnc2s1,-13.9,13.9,1.03,-0.5,-2.7,0.1,6.5,9.7,0.903
COc1cccc(-c2nc3ccc([N+](=O)[O-])cc3o2)c1,0.4,-32.4,0.932,4.6,6.8,9.1,12.1,6.2,0.938
OCn1c2ccccc2c2ccccc21,2.0,1.1,1.04,20.9,-3.7,-1.7,-10.9,15.6,0.844
O=C(CCCN1C(=O)/C(=C\c2ccccc2)SC1=S)Nc1ccc(O)cc1,23.4,8.2,0.889,11.0,11.1,8.8,31.2,-1.1,1.01
Cc1nn(-c2ccccc2)c(N)c1C(c1ccccc1)c1c(C)nn(-c2ccccc2)c1N,3.3,3.8,1.15,-5.0,-14.8,-5.2,3.3,2.2,0.978
O=C1CSC(c2ccccn2)N1c1ccc(Br)cc1 (centres undefined),-6.5,-19.6,1.03,4.5,-2.8,11.3,4.0,8.6,0.914
Nc1ccc(CSc2ccc(Cl)cc2)cc1,28.6,0.4,0.923,47.9,7.7,0.0,17.1,2.6,0.974
O=C(C1=C[C@@H](c2coc3ccccc3c2=O)C[C@@H](OCCCCO)O1)N1CCN(Cc2ccccc2)CC1,7.9,4.9,1.01,2.0,-0.9,-5.3,6.4,6.1,0.939
COc1ccc(NC(=O)N2CCCC2C(=O)NCc2ccc(F)cc2)cc1 (centres undefined),-2.2,0.9,1.02,16.1,-2.1,-6.1,9.6,11.4,0.886
Cc1cc(Nc2ccccc2)n(-c2nc3ccccc3[nH]2)n1,24.8,5.3,0.935,2.4,6.5,3.2,-0.6,-45.0,1.45
O=C(CN1C(=O)NC(c2ccccc2)(c2ccccc2)C1=O)N1CCN(c2ccccc2F)CC1,12.7,2.7,1.03,5.3,-3.4,4.2,11.7,5.8,0.942
CC(=O)Nc1cccc(NC(=O)C2CCCN2C(=O)Nc2cccc(F)c2)c1 (centres undefined),-0.3,-7.9,0.965,16.5,3.5,-10.5,6.9,9.6,0.904
Cn1c(=O)c2c(nc(Br)n2C/C=N/NC(N)=S)n(C)c1=O,5.4,-7.5,0.926,2.8,7.4,5.9,1.7,-1.0,1.01
CC[C@H](CO)Nc1nc(Nc2cccc(Cl)c2)c2ncn(C(C)C)c2n1,17.7,18.6,0.874,5.1,12.6,-17.8,20.5,-0.9,1.01
c1ccc(CN2CCN(c3nc(N4CCOCC4)c4ccccc4n3)CC2)cc1,10.4,6.2,1.02,2.9,-2.5,4.2,12.1,3.8,0.962
Oc1c(N=NC(=S)Nc2ccccc2F)c2ccccc2n1Cc1ccccc1Cl,27.0,4.2,0.899,16.6,10.1,-6.9,22.5,-2.0,1.02
COc1cc(Br)c(/C=C/c2ccc3cccc(O)c3n2)cc1OC,12.1,13.5,0.887,-0.5,11.3,-6.3,26.4,-0.9,1.01
COc1ccnc(N=CNOCc2cccc(C(F)(F)F)c2)c1C#N,-9.1,16.5,0.956,3.8,4.4,5.8,11.8,-2.3,1.02
COC1CCN(C(=O)c2cc(COc3ccc(-n4cncn4)cc3)on2)CC1,1.2,-10.1,0.966,9.2,3.4,3.3,5.8,16.0,0.84
Cn1nnnc1SCC(=O)Nc1sccc1C(N)=O,-7.2,-9.5,0.896,6.7,10.4,-5.3,2.8,3.7,0.963
O=C(/C=C/c1cccc([N+](=O)[O-])c1)n1cnc2ccccc21,45.1*,10.7,0.936,49.3,6.4,14.1,46.2*,-0.3,1
Cc1ccc(S(=O)(=O)NN2C(=O)/C(=C/c3ccc(C(=O)O)cc3)SC2=S)cc1,15.0,4.2,0.899,12.6,10.1,3.4,15.2,-4.2,1.04
COc1ccc(CC(=O)NCc2ccc3c(c2)OCO3)cc1,-4.8,9.8,1.06,-3.2,-6.4,-9.6,6.0,-27.2,1.27
COc1ccc2ccccc2c1-c1csc(N)n1,11.3,7.7,0.975,24.7,2.5,-2.8,20.6,-19.5,1.2
C=CCn1c(=NC(=O)C2CCCCC2)sc2cc(NC(C)=O)ccc21,10.9,19.0,1.01,14.0,-0.9,-7.3,24.2,-0.3,1
Cc1cccc(NC(=S)NC23CN4CN(CN(C4)C2)C3)c1C,-9.3,1.7,0.656,11.4,34.4,4.6,-3.0,3.3,0.967
CC(C)N1CCN(Cc2cccc3nonc23)CC1CCO (centres undefined),-0.1,-9.0,0.996,7.4,0.4,1.4,-5.7,2.9,0.971
